MazF activator = activators of E. coli MazEF toxin-antitoxin RNase, primary screen, biochemical, fluorescence, uHTS | Endoribonuclease toxin MazF (Escherichia coli (strain K12)), P0AE70 | FAM/BHQ RNA-DNA oligo cleavage fluorescence, 5 h | activation, % at 20 µM | hit rate 0.32% among 350,000 | AID 504720, 2011; in the data active means activation above about 50%
Target sequence (P0AE70 whole entry, looked up): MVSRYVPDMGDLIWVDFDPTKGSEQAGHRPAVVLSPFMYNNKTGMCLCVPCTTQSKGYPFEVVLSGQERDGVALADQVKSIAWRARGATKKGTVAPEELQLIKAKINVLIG
DUSP3 inh = VHR1 phosphatase inhibitors, primary screen, biochemical, absorbance, uHTS; Dual specificity protein phosphatase 3 (Homo sapiens), P51452; recombinant VHR phosphatase, pNPP absorbance; inhibition, % at 13.3 µM; hit rate 0.52% among 290,000; in the data active means inhibition above about 50%; further: some compounds called inactive have numbers as strong as hits
Target sequence (P51452 whole entry, looked up): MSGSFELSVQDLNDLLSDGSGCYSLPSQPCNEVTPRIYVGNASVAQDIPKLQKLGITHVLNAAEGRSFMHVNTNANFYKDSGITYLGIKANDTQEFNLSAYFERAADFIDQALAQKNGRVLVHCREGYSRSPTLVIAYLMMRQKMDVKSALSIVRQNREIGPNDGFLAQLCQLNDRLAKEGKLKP
PrPC surface inh = inhibitors of human cell surface prion protein PrPC, primary screen, cell-based, TR-FRET; Major prion protein (Homo sapiens), P04156; AID 720596, 2013; TR-FRET read-out; hit rate 0.43% among 370,000; inhibition, % at 13.8 µM; in the data active means inhibition above about 24%; further: 0% = median of the test wells and 100% = reference compound wells
BoNT-A LC inh2 = BoNT/A light chain protease inhibitors, primary screen, biochemical, flow cytometry, MLPCN library; hit rate 0.17% among 360,000; AID 588499, 2011; inhibition, % at 10 µM; multiplex microsphere protease substrate cleavage; Botulinum neurotoxin type A light chain protease (Clostridium botulinum A str. ATCC 3502); further: plate controls were buffer without enzyme for full effect and enzyme alone for no effect
BoNT F protease = BoNT/F light chain protease inhibitors, primary screen, biochemical, flow cytometry, MLPCN library; inhibition, % at 10 µM; Multiplex microsphere protease cleavage assay; Botulinum neurotoxin type F light chain protease (Clostridium botulinum); AID 588497, 2011; hit rate 0.22% among 360,000; in the data active means inhibition above about 35%, passing the limit was not always enough; inconclusive means no clear call, values can overlap the other calls; further: plate controls were buffer without enzyme for full effect and enzyme alone for no effect
SSB-PriA inh = inhibitors of Klebsiella pneumoniae PriA binding to SSB C-terminal tail, primary screen, biochemical, AlphaScreen; hit rate 0.6% among 430,000; inhibition, % at 33 µM; PriA–SSB C-terminal tail interaction (Klebsiella pneumoniae); AlphaScreen SSBct-PriA binding, biotinylated peptide; in the data active means inhibition mostly above about 37%, no sharp cut-off; inactive means mostly below about 20%;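 further: plate controls were negative control peptide for no effect and reference peptide for full effect; strong numbers were not always called active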
Anthrax LF prot = Bacillus anthracis LF protease inhibitors, primary screen, biochemical, multiplex microsphere, MLPCN library | Lethal factor (Bacillus anthracis), P15917 | multiplex microsphere protease cleavage assay | inhibition, % at 10 µM | hit rate 0.12% among 360,000; further: plate controls were buffer without enzyme for full effect and enzyme alone for no effect
CCHF vOTU inh = CCHFV vOTU protease inhibitors, primary screen, biochemical, Pep-AMC substrate, fluorescence; Crimean-Congo hemorrhagic fever virus L polyprotein viral ovarian tumor (vOTU) protease …; inhibition, % at 11.5 µM; hit rate 0.55% among 370,000; in the data active means inhibition above about 30%; further: 0% = vehicle wells with enzyme and 100% = no enzyme wells
Rv3671c protease = Rv3671c serine protease inhibitors, primary screen, biochemical, fluorescence polarization, M. tuberculosis H37Rv; hit rate 0.048% among 320,000; inhibition, % at 5.96 µM; P9WHR9; in the data active means inhibition above about 38%;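 further: extracellular domain of Rv3671c used as enzyme; 0% = enzyme with DMSO and 100% = no enzyme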
Target sequence (P9WHR9 whole entry, looked up, the tested form may be a part): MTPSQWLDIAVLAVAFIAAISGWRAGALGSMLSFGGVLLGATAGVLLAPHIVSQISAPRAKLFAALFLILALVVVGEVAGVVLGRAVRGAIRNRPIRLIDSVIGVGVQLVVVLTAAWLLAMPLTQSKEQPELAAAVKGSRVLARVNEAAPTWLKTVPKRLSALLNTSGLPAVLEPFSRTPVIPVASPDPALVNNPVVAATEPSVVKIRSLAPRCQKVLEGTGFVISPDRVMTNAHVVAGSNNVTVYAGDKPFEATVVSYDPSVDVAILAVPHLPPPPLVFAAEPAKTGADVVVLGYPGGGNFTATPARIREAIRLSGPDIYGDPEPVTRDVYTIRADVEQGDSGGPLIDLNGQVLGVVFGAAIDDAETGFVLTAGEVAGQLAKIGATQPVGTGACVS
SARS 3CLpro inh = SARS-CoV 3CLpro protease inhibitors, primary screen, biochemical, quenched FRET; recombinant SARS-CoV 3CLpro, quenched FRET peptide cleavage; inhibition, % at 6 µM; Replicase polyprotein 1ab (Severe acute respiratory syndrome coronavirus), P0C6X7; hit rate 0.14% among 290,000; in the data active means inhibition above about 12%
Active calls of the source: *; i = inactive; ? = inconclusive; . = no result given; & = joins results of further samples. Unless noted, no stated cut-off is given here; in the data, active means inhibition above about 30%; inconclusive means no clear call, values can overlap the other calls; inactive means below that. An excerpt, so the mix of outcomes need not match the whole.

SMILES,MazF activator,DUSP3 inh,PrPC surface inh,BoNT-A LC inh2,BoNT F protease,SSB-PriA inh,Anthrax LF prot,CCHF vOTU inh,Rv3671c protease,SARS 3CLpro inh
Cc1ccc(-c2c[n+](=O)c3c(n2[O-])CCC3)cc1,0,10,-7,-6.5,?,-16,-17,-7,3,6
Cc1cc(=O)[nH]c2c1c(-c1ccccc1)nn2C,3,9,-6,1.9,?,-11,1,-4,2,4
COC(=O)COc1ccc(C2Nc3c(Cl)ccc(C(=O)O)c3C3C=CCC32)cc1 (configuration not stated),5,34,-5,1.1,8,2,7,12,13,3
CCOC(=O)C1=C(COC(=O)c2cc(OC)c(OC)c(OC)c2)NC(=O)NC1C (configuration not stated),7,.,-12,2.8,-3,2,9,-9,2,.
CCOc1ccccc1NC(=O)CCNC(=O)N1CC(=O)Nc2ccccc21,11,.,5,0.0,2,.,-8,0,.,.
CCC(C)(C)n1nnnc1C(c1ccncc1)N1CCC(Cc2ccccc2)CC1 (configuration not stated),-2,32,4,0.1,-16,5,-1,1,-1,1
O=C(Nc1ccccc1C(F)(F)F)c1ccsc1,12,31,-1,0.7,-17,-7,-9,10,5,-3
CN(CC(=O)Nc1c(Cl)cccc1Cl)C(=O)c1cc2ccccc2cc1O,1,.,-6,-4.0,-11,-8,3,-7,4,.
Cc1cc(=O)oc(C)c1C(=O)NCCC(C)C,13,10,-3,2.2,1,-5,0,-8,1,0
COc1ccccc1OCC(=O)NCCNC(=O)COc1ccccc1OC,2,11,-10,0.1,-1,4,0,-12,7,-5
O=C(CCc1ccccc1)NC1CCCc2ccccc21 (configuration not stated),4,21,-5,2.0,0,1,-2,10,5,0
C[C@H]1O[C@@H](O[C@H]2CC[C@@]3(C)C(CC[C@]4(C)C3C=CC3=C5CC(C)(C)CC[C@]5(CO)[C@H](O)C[C@]34C)[C@]2(C)CO)[C@H](O)[C@@H](O[C@@H]2O[C@H](CO)[C@@H](O)[C@H](O)[C@H]2O)[C@H]1O (some centres not stated),3,.,0,-0.2,-5,7,-10,4,-1,.

Remaining list, next part
SMILES,MazF activator,DUSP3 inh,PrPC surface inh,BoNT-A LC inh2,BoNT F protease,SSB-PriA inh,Anthrax LF prot,CCHF vOTU inh,Rv3671c protease,SARS 3CLpro inh
Cn1c2ccccc2c2c(C(=O)N3CCC4(CC3)OCCO4)cn(C3CCCCC3)c(=O)c21,-3,17,2,0.9,1,4,-1,-26,2,-1
Cc1cc(C)c(C)c(S(=O)(=O)Nc2ccc(C(=O)N3CCCC3)cc2)c1C,-2,19,5,3.6,0,2&-7,-1,-125,1,-1
COc1ccc(-n2c(C)cc(-c3cn4cccc(C)c4n3)c2C)cc1,34,18,-2,-0.2,-13,8,-12,1,-2,1
C#CCSc1nccc(-c2nn(-c3ccc(C)cc3)ccc2=O)n1,-10,3,-16,7.1,9,-12,8,0,-5,-2
CSc1nc(C)c2c(n1)N(c1cccc(C)c1)CC2,26,10,5,0.4,2,-17,-2,5,3,0
CCOC(=O)C1(C)CCN1C(=O)c1c(F)cccc1F (configuration not stated),.,.,-2,-0.1,4,.,1,-5,.,.
COC(=O)c1sc(S(=O)(=O)NC(Cc2ccccc2)C(=O)O)c(C(=O)OC)c1C (configuration not stated),1,.,6,-0.7,-6,-8,-7,24,-5,.
COc1ccc(N(CC(=O)Nc2cccc(SC)c2)S(C)(=O)=O)cc1Cl,1,-14,3,-1.0,6,-8,-1,11,-3,0
COc1cccc(/C=N/Nc2nnc(C)n2N)c1OCc1ccccc1Cl,7,-4,-1,0.0,4,.,1,75*,-37,5
CC1CCCCN1CCNC(=O)c1ccc2c(=O)n(Cc3ccc(Cl)cc3)c(=S)[nH]c2c1 (configuration not stated),-2,8,-8,0.0,2,17,-2,17,-59,2
NCC(=O)NCC(=O)OCc1ccccc1,-1,-6,-4,-0.8,-4,-1,-2,11,-3,-2
C=CCn1c(CC(=O)OC)csc1=Nc1ccc(C(C)=O)cc1,-4,32,-4,-0.5,-4,5,-5,-6,-1,3

Given field by field: 2 of the compounds above
CCOC(=O)C1(C)CCN1C(=O)c1c(F)cccc1F (configuration not stated)
  MazF activator: . | DUSP3 inh: . | PrPC surface inh: -2 | BoNT-A LC inh2: -0.1 | BoNT F protease: 4 | SSB-PriA inh: . | Anthrax LF prot: 1 | CCHF vOTU inh: -5 | Rv3671c protease: . | SARS 3CLpro inh: .

COC(=O)c1sc(S(=O)(=O)NC(Cc2ccccc2)C(=O)O)c(C(=O)OC)c1C (configuration not stated)
  MazF activator: 1 | DUSP3 inh: . | PrPC surface inh: 6 | BoNT-A LC inh2: -0.7 | BoNT F protease: -6 | SSB-PriA inh: -8 | Anthrax LF prot: -7 | CCHF vOTU inh: 24 | Rv3671c protease: -5 | SARS 3CLpro inh: .

New compounds follow.
SMILES,MazF activator,DUSP3 inh,PrPC surface inh,BoNT-A LC inh2,BoNT F protease,SSB-PriA inh,Anthrax LF prot,CCHF vOTU inh,Rv3671c protease,SARS 3CLpro inh
Cn1c(CNc2cccc(C(F)(F)F)c2)n[nH]c1=S,7,-9,3,-0.4,-6,-9,1,4,1,-2
C=CCOc1ccc(Cl)cc1C(=O)O,2,16,1,1.0,17,7,4,14,-5,1
O=[N+]([O-])c1ccc(Cl)cc1N1CCCCC1,-10,18,0,0.3,1,17,-1,0,3,-2
Cc1ccc(NC(=O)Cn2nc(C(F)(F)F)c3c2CCC3)cc1,-7,-10,0,-0.7,-5,-2,-3,9,11,2
CC(=O)Nc1ccc(-c2csc(NC(=O)CCNC(=O)c3ccco3)n2)cc1,-2,.,-9,0.2,0,-14,13,11,7,.
CCCCNC(=O)C1CC(c2c(Cl)cccc2Cl)=NO1 (configuration not stated),1,41,-1,0.3,6,-2,0,-1,2,5
COc1ccccc1CN(C)C(=O)C(NC(=O)Cc1cccc2ccccc12)C(C)C (configuration not stated),5,17,4,-0.2,-2,-6,-10,-4,-12,4
COCCCN1C(=O)C(=O)/C(=C(/O)c2ccc(OC(C)C)cc2)C1c1cccnc1 (configuration not stated),5,19,9,0.2,-5,.,9,7,9,-3
COc1ccccc1/C=N/NC(=O)CSc1ccc2ccccc2n1,7,10,20,0.8,9,.,10,-8,-3,0
CC(=O)OC1COC(n2ccc3cc([N+](=O)[O-])ccc32)C(OC(C)=O)C1OC(C)=O (configuration not stated),8,0,-10,0.6,-2,-22,1,12,-9,5
CCC(C)N(C)C1CCN(C(=S)Nc2cccc(OC)c2)CC1 (configuration not stated),-3,33,11,-0.3,0,3,-2,7,6,3
CC1(C2CC2)NC(=O)N(CC(=O)Nc2ccccc2C#N)C1=O (configuration not stated),-6,.,2,5.2,1,-22,5,-1,.,.

Next part
SMILES,MazF activator,DUSP3 inh,PrPC surface inh,BoNT-A LC inh2,BoNT F protease,SSB-PriA inh,Anthrax LF prot,CCHF vOTU inh,Rv3671c protease,SARS 3CLpro inh
COCc1cc(N2CCN(c3ccccc3F)CC2)nc(-c2ccccc2)n1,-1,9,6,0.3,2,-19,-1,25,-3,7
O=C(COc1ccc2c3c(c(=O)oc2c1)CCCC3)NCCCN1CCOCC1,1,39,-6,0.4,-1,4,-2,-4,-1,-1
CCn1c(C)cc(C(=O)COC(=O)CNC(=O)c2ccco2)c1C,4,.,-3,0.1,7,.,-3,6,.,.
O=C(Nc1cccc(C(=O)N2CCCC2)c1)c1ccccc1Cl,8,-21,1,-0.5,5,1,-3,4,5,-2
CSc1nc2nc3c(cn2n1)C(=O)CC(c1ccccc1)C3 (configuration not stated),-4,15,2,-0.1,3,-13,-1,-6,-3,-3
O=C(NNC(=O)c1cc(-c2ccccc2)nn1-c1ccccc1)c1ccccc1,6,8,8,-0.7,-1,1,-3,-5,6,-1
O=C(O)CC1(c2ccc(F)cc2)C2CC3CC(C2)CC1C3 (configuration not stated),-1,-3,5,-5.2,?,2,-3,-4,-12,4
C/C=C/C1=CC(=O)C[C@H](c2ccc(OC)c(OC)c2)C1,5,.,-4,0.1,-7,-2,-6,9,0,.
CCOC(=O)N1CCC(NC(=O)c2cc3c(=O)[nH]c4ccccc4c3n2C)CC1,6,25,3,-1.5,-2,-9,-2,0,-4,3
COc1ccc(C(C)=O)cc1COc1cccnc1[N+](=O)[O-],10,3,-1,-1.5,-9,-2,-4,-9,-5,-3
CC(C)(C)c1ccc(Cn2c(=O)cnc3ccccc32)cc1,-8,47,7,-0.4,0,-6,-3,-4,-7,0
C=CCN1C(=O)C2(OCCCO2)c2ccccc21,6,-22,-1,-1.2,-2,-14,10,6,0,0

(next part)
SMILES,MazF activator,DUSP3 inh,PrPC surface inh,BoNT-A LC inh2,BoNT F protease,SSB-PriA inh,Anthrax LF prot,CCHF vOTU inh,Rv3671c protease,SARS 3CLpro inh
O=C(CCCN1C(=O)C(c2ccccc2)Oc2cccnc21)Nc1cccc(F)c1 (configuration not stated),6,2,-5,-1.6,-3,-14,-2,6,-4,1
Cc1cccc(/N=C/c2c(O)ccc3oc4c(c23)CCCC4)n1,4,-7,.,0.5,-4,.,1,.,3,-1
Cc1cc(Br)ccc1OCC(=O)NNC(=O)c1ccc(NC(=O)C2CC2)cc1,-19,33,9,0.6,-8,-5,-4,3,-4,5
COc1ccc(/C=C/C(=O)Oc2cccc(/C=N/NC(=O)Cc3ccc(Br)cc3)c2)cc1,-10,7,3,-0.9,-9,i,-2,7,-7,-2
CCn1c(=O)cc(SCC(=O)N2CCC3(CC2)OCCO3)c2ccccc21,-4,21,0,0.4,-7,-11,2,-7,3,-2
COC(C(=O)N/N=C(\C)c1ccc(C)cc1)c1ccccc1 (configuration not stated),-1,52*,-5,2.6,20,.,8,0,.,0
COCCCN1C(=O)N(c2ccccc2)C(=O)C1CC(=O)Nc1ccccc1 (configuration not stated),5,32,7,-2.4,14,-12,6,5,-1,-1
COc1cccc(CNc2nc3nc(C)c(Cl)c(=O)n3[nH]2)c1,4,2,0,-1.1,1,-8,0,-2,3,3

From PubChem
